DENV2 CPE rescue = DENV2-induced cell death inhibition; DENV2-infected cells, cytopathic effect rescue, plate reader; CPE inhibition, % at 9.99 µM; actives 1.7% (n = 350,000); AID 651640; in the data active = CPE inhibition above about 20%, passing the limit was not always enough; inconclusive = no clear call, values can overlap the other calls; tested in BHK-21 cells;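 also: 0% = median of neutral control wells and 100% = median of positive control wells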
SIRT5 block = sirtuin-5 (human) deacylase inhibition. Purified SirT5, succinyl-peptide AMC, trypsin-coupled fluorescence. inhibition, % at 15 µM. actives 1.1% (n = 330,000); in the data active = inhibition above about 15%; inconclusive = no clear call, values can overlap the other calls
Target sequence (Q9NXA8 whole entry, looked up): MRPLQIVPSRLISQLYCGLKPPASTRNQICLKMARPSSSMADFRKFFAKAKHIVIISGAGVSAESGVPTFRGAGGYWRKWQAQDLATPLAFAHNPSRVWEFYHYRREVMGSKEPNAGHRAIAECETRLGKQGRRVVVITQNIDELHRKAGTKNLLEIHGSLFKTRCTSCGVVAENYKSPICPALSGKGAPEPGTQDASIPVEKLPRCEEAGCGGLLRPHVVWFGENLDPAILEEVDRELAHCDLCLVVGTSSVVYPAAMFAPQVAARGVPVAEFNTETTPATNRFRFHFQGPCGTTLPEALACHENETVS
Casp6 inh = blocks human caspase-6 cleavage activity | inhibition, % at 12.5 µM | P55212 | actives 0.53% (n = 350,000) | purified caspase-6, Z-VEID-R110 cleavage fluorescence;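 active = mean inhibition across replicates at least about 35%, with every replicate also reaching that limit, limit read from the data; inconclusive = only one of the two criteria met; inactive = neither criterion met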;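 also: 0% = median of neutral control wells and 100% = no fluorescence left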
Target sequence (P55212 24-179 limits assumed): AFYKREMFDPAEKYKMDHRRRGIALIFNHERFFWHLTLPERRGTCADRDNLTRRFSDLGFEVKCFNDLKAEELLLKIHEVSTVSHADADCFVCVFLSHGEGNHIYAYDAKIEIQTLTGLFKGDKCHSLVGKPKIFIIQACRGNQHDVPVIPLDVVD
Target sequence (P55212 194-293 limits assumed): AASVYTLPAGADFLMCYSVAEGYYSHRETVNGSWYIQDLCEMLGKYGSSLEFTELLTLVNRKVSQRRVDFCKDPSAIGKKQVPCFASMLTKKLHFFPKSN
LGR2 antag = Drosophila LGR2 receptor signaling inhibition. HEK293 LGR2, CRE-luciferase, bursicon-stimulated, 4 h. inhibition, % at 9.99 µM. actives 0.35% (n = 380,000);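 active = drop in luminescence signal, shown as inhibition above about 50% in the replicate tests, limit read from the data, passing the limit was not always enough; inconclusive = probably only some replicates passing the limit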;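 also: agonist challenge used bursicon conditioned medium at about half maximal strength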
PAX8 reporter = inhibitors of PAX8 transcriptional activity in RMG-I cells. RMG-I TPO-luciferase reporter, SteadyGlo, 24 h. inhibition, % at 12.6 µM. actives 1.2% (n = 360,000);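 active = mean replicate inhibition at least 60% with every replicate also reaching 60%; inconclusive = only one of the two criteria is met; inactive = mean below 60% and not all replicates reaching 60%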;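 also: luciferase light reporting Pax8 driven TPO promoter activity; plate controls were median of neutral control wells for no effect and mitoxantrone controls for full effect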
EWS-Fli inh = EWS/Fli transcriptional activity inhibition | actives 0.67% (n = 350,000) | AID 651661 | inhibition, % at 12.6 µM | A673 NR0B1-luciferase reporter, viability-normalised;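 active = mean inhibition of at least 50% after viability correction, with every replicate also passing that limit; inconclusive = mean reaches 50% but only one of two replicates passes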;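 also: firefly luciferase signal divided by Alamar Blue viability fluorescence both relative to DMSO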
ARNT-TACC3 inh = disruptors of human ARNT/TACC3 interaction | Q9Y6A5 | AlphaScreen His-ARNT PAS-B/GST-TACC3 binding, luminescence; TACC3 fragment carries E629A point mutation | inhibition, % at 9.99 µM | actives 0.66% (n = 390,000);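 active = mean inhibition of replicates at least 50% and at least half of replicates each reaching 50%; inconclusive = half or more replicates reach 50% but mean below 50%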;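 also: 0% = complete ARNT plus TACC3 wells and 100% = ARNT alone without TACC3; many hits fall short of the cut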
Active calls of the source: *; ? = inconclusive; / = not tested or not shown; & = joins results of further samples.

Every second line gives: Casp6 inh	PAX8 reporter	EWS-Fli inh	DENV2 CPE rescue	ARNT-TACC3 inh	LGR2 antag	SIRT5 block
> COC(=O)c1ccc(CSc2ncnc3ccccc23)o1
 : -1	8	5	16	-1	6	-1
> OC(c1ccc(Cl)cc1)c1ncc(-c2ccccc2Cl)[nH]1 (stereo not given)
 : 5	-18	-26	-3	/	-18	-1
> CC(C)NC(=O)Nc1ccc2c(c1)C(=O)N([C@@H](C)CO)C[C@H](C)[C@H](CN(C)C(=O)Cc1ccccc1)OCCCC[C@@H](C)O2
 : -4	-3	/	-1	0	-3	-1
> CN(C)c1ccc(-c2ccnc3c2CC(C)(C(=O)Nc2ccc(Cl)cc2)O3)cc1 (stereo not given)
 : -2	-14	-5	-1	/	19	/
> COCCn1cc(C(=S)N2CCCCC2)c2ccccc21
 : 9	-5	7	-9	5	12	10
> CCCNC(=O)C[C@H]1CC[C@H]2[C@H](COc3ccc(NC(=O)C4CCCC4)cc3C(=O)N2C)O1
 : 1	4	7	-4	-6	11	1
> CC(C)C(=O)N1CCCC1(C)C(=O)Nc1ccc(F)cc1 (stereo not given)
 : 1	/	3	-6	/	13	-1
> CN(C)C(=O)C[C@H]1C[C@@H]2c3cc(NC(=O)NC4CCCCC4)ccc3O[C@@H]2[C@H](CO)O1
 : -2	0	-12	-8	-5	6	3
> CCOc1ccc(NC(=O)CCCn2nc(C)c3c(C)n(-c4ccccc4)nc3c2=O)cc1
 : 2	9	-7	-5	-8	9	-4
> CC(=O)Oc1c(C)c(=O)n(C)c2ccccc12
 : -3	-26	1	-4	-6	12	-1
> COC(=O)c1ccc(CSC2=NCCS2)cc1
 : /	-54	/	/	-6	-61	/
> CN1[C@@H]2c3ccc(/C=C/c4ccccc4)c(=O)n3C[C@@H]2[C@@H](CO)[C@@H]1C(=O)N1CCOCC1
 : 2	22	3	-5	7	16	-21
> CC[C@@H]1C=C(C(=O)O)[C@H](c2ccc(C)cc2)N1S(=O)(=O)c1ccc(C)cc1
 : 0	4	-3	-5	0	-5	5
> COc1ccc(N2CCN(CCCNS(=O)(=O)c3ccc4c(c3)oc(=O)n4C)CC2)cc1
 : -5	-23	0	-1	0	-19	-2
> O=C(Nc1ccc(N2CCN(C(=O)c3cccs3)CC2)cc1)c1ccccc1F
 : -2	15	-18	12	/	-2	-2
> COc1ccccc1-c1cnc2c(c1)C(=O)N([C@@H](C)CO)C[C@H](C)[C@@H](CN(C)Cc1ccccc1)O2
 : -1	-6	-13	5	-2	-6	-2
> CCN1C[C@@H]2[C@@H]3C(=O)N(C)C(=O)[C@@H]3[C@](CC)(C1=O)N2C(=O)c1ccc(F)cc1
 : 4	-4	-5	-6	1	22	-11
> Cc1cc(=O)c(C(=O)c2ccccc2)c(C)o1
 : 1	3	-5	0	-1	2	-4
> CC(C)NC(=O)N(C)C[C@H]1Oc2ccc(NS(=O)(=O)c3cccs3)cc2CC(=O)N([C@H](C)CO)C[C@@H]1C
 : 1	-2	2	0	-3	-18	-2
> COc1cccc(NC(=S)N2CCn3c(nc4ccccc43)C2)c1
 : -1	6	-2	-11	-1	-3	0
> O=C(NC1CCCN(Cc2ccc(Cl)cc2)C1)c1ccoc1 (stereo not given)
 : 4	4	/	7	37	11	0
> COCCCN1CN(S(=O)(=O)c2ccc(C)cc2C)c2nc3ccccc3nc21
 : 0	7	5	?	/	11	-4
> CC(C)(C)c1ccccc1NC(=O)CN1C(=O)NC2(CCCCCC2)C1=O
 : -3	-11	0	8	/	-3	-2
> CCCCN(C=O)c1c(CC)nc2ccc(C(=O)NCCOc3ccc(OC)cc3)cn12
 : 2	-1	12	-6	/	8	-4
> CNc1nc(NCc2ccccc2)nc(N)c1[N+](=O)[O-]
 : -1	13	5	0	5	-11	-3
> CCOC(=O)CC1(NC(=O)C2CCC(=O)N(Cc3ccccc3F)C2)CCCCC1 (stereo not given)
 : 0	-33	-15	-5	/	-3	-2
> CCc1ccc(-c2cc3c(=O)n(CC(=O)NCCCN4CCN(C)CC4)ncn3n2)cc1
 : -43	-58	-6	0	-4	8	-4
> C[C@@H]1CN([C@H](C)CO)C(=O)c2cccc(NC(=O)c3ccc(-c4nccs4)cc3)c2O[C@@H]1CN(C)CC1CCCCC1
 : -3	10	0	10	/	-16	/
> O=C1C2C=C(Br)[C@H](C[C@@H]2OCCCCCCO)[C@@]12CO2
 : 0	0	-5	1	-18	/	-3
> CN(C)S(=O)(=O)c1cc(S(=O)(=O)N(C)C)c(Cl)cc1N
 : -4	/	-5	-2	-1	11	1
> CCCCNC(=O)C(NC(=O)c1cccc2ccccc12)C(=O)c1ccccc1 (stereo not given)
 : 1	3	12	7	/	-3	-6
> NC(=O)CC(NC(=O)c1ccccc1)c1ccc(NCCc2cccc(F)c2)c([N+](=O)[O-])c1 (stereo not given)
 : 2	31	9	39*	0	-2	1
> COc1ccc(NC(=O)Nc2cccc3c2O[C@@H](CN(C)C(=O)Nc2ccc(OC)cc2)[C@H](C)CN([C@@H](C)CO)C3=O)cc1
 : 2	-9	-7	0	-1	-5	0
> CCCCCc1c(-c2ccc(Br)cc2)ncn1CCc1ccccc1OC
 : -3	-3	38	-2	/	-3	/
> O=C(COC(=O)C1CCC1)Nc1ccc(Cl)cn1
 : -1	11	2	5	1	-2	/
> O=C(C[C@@H]1C[C@@H]2c3cc(NC(=O)Cc4ccncc4)ccc3O[C@@H]2[C@@H](CO)O1)NCc1ccccc1
 : -3	25	36	-4	3	13	-16
> CCc1nn(CC(=O)N(C)C2CCCCC2)c(=O)c2cc3cc(C)ccc3n12
 : 0	1	/	-5	-3	4	-2
> CC(C)OCCCNC(=O)c1cc(S(=O)(=O)N2CCCCC2)c[nH]1
 : 1	-22	-2	-8	-2	20	-4
> CCCCCOc1ccc(NC2=CC(=O)CCC2)cc1
 : 1	-17	-18	6	17	-17	-3
> COc1ccc(S(=O)(=O)N(C)C[C@H]2Oc3ccc(NC(=O)Nc4ccc(C(F)(F)F)cc4)cc3C(=O)N([C@H](C)CO)C[C@@H]2C)cc1
 : 2&1	94*	1&18	7	6&-5	-6&7	8

Shown field by field: entries from further up
> CCc1nn(CC(=O)N(C)C2CCCCC2)c(=O)c2cc3cc(C)ccc3n12
  Casp6 inh = 0
  PAX8 reporter = 1
  EWS-Fli inh = /
  DENV2 CPE rescue = -5
  ARNT-TACC3 inh = -3
  LGR2 antag = 4
  SIRT5 block = -2
> CC(C)OCCCNC(=O)c1cc(S(=O)(=O)N2CCCCC2)c[nH]1
  Casp6 inh = 1
  PAX8 reporter = -22
  EWS-Fli inh = -2
  DENV2 CPE rescue = -8
  ARNT-TACC3 inh = -2
  LGR2 antag = 20
  SIRT5 block = -4

(list continues)
Every second line gives: Casp6 inh	PAX8 reporter	EWS-Fli inh	DENV2 CPE rescue	ARNT-TACC3 inh	LGR2 antag	SIRT5 block
> C[C@@H]1CCCCO[C@@H](CN(C)C(=O)Cc2ccccc2)[C@H](C)CN([C@@H](C)CO)C(=O)c2cc(N(C)C)ccc2O1
 : 1	-8	-16	4	9	8	5
> Cc1cccc(-n2ncc3c(N4CCOCC4)ncnc32)c1
 : 0	47	68*	2	-4	90*	-2
> Cc1ccc(OCC(=O)N2CCN(C(=O)c3cccc(F)c3)CC2)cc1
 : -3	13	1	-1	-30	-16	1
> CC(C)NC(=O)Nc1cccc2c1O[C@@H](CN(C)C(=O)Nc1ccccc1)[C@@H](C)CN([C@H](C)CO)C2=O
 : -1	-11	6	-3	8	-15	4
> COc1ccc(S(=O)(=O)N(C)C[C@H]2Oc3ccc(NC(=O)Nc4ccccc4)cc3C(=O)N([C@@H](C)CO)C[C@@H]2C)cc1
 : 1	/	-12	-4	5	16	-2
> CCC(=O)Nc1ccc2c(c1)C(=O)N(C)C[C@@H](OC)[C@H](C)CN(C(=O)c1cccnc1)[C@@H](C)CO2
 : 1	/	-11	-5	-4	-10	-5
> Cc1ccsc1C(=O)NNC(=O)COc1ccc(Br)cc1
 : 0	-9	-7	-1	1	2	0
> COc1cc(/C=N/NC(=O)C(=O)NCc2ccco2)cc(Cl)c1O
 : 1	-4	-7	4	-6	16	1
> COc1ccc(S(=O)(=O)N(C)C[C@@H]2Oc3ccc(NC(=O)C4CC4)cc3C(=O)N([C@H](C)CO)C[C@H]2C)cc1
 : 0	19	16	?	-5	9	0
> CC(C(=O)N(C)Cc1cccc(F)c1)N1CCN(S(=O)(=O)c2ccc3c(c2)OCCCO3)CC1 (stereo not given)
 : -1	11	-3	4	-9	4	-3
> Cc1noc(C)c1NC(=O)N(C)C[C@H]1Oc2ccc(N(C)C)cc2CC(=O)N([C@@H](C)CO)C[C@H]1C
 : 3	-9	5	-10	5	35	-4
> COC(=O)c1ccc(C(=O)OC)c(NC(=S)N2CCCC2)c1
 : -1	-2	-11	9	7	4	-4
> Cc1nc(N2CCN(c3ccc(Cl)cc3)CC2)[nH]c(=O)c1C
 : -2	-5	6	6	-8	7	2
> CCN(C[C@H]1N[C@@](Cc2ccccc2)(C(=O)OC)[C@H]2C(=O)N(Cc3ccccc3)C(=O)[C@@H]12)C(=O)c1ccc(C)cc1
 : 1	-10	8	-8	-2	11	-1
> OC(c1ccccc1)c1nc(-c2ccc(F)c(Cl)c2)cs1 (stereo not given)
 : 5	-59	-27	-6	/	-31	/
> CCCC(=O)NCCc1cc2ccc(C)c(C)c2[nH]c1=O
 : 3	7	-5	4	0	5	/
> Cc1ccc(S(=O)(=O)Nc2ccc3c(c2)C(=O)N([C@@H](C)CO)C[C@@H](C)[C@@H](CN(C)C(=O)Nc2ccc(F)cc2)OCCCC[C@H](C)O3)cc1
 : -2	-11	4	-1	9	4	4
> Cc1ncc(S(=O)(=O)C(C)(C)C)c(N)n1
 : -6	3	0	-7	-17	-3	7
> CC(C)NC(=O)Nc1ccc2c(c1)C(=O)N([C@H](C)CO)C[C@H](C)[C@@H](CN(C)C(=O)C1CCCCC1)OCCCC[C@H](C)O2
 : 1	-3	2	9	-6	-8	-4
> O=C(NCCc1ccc(Cl)cc1)C1CC(=O)N(C2CCCCC2)C1 (stereo not given)
 : 1	-1	3	3	-4	4	0
> Cc1cccc(S(=O)(=O)N(C)C[C@H]2OCc3ccccc3-c3c(n(C)c4ccccc34)C(=O)N([C@@H](C)CO)C[C@H]2C)c1
 : -2	/	13	1	29	18	5
> N/C(=N\OC(=O)CCCc1ccccc1)c1cccnc1
 : /	-41	/	/	0	-24	/
> C[C@H](NC(=O)c1ncn(C)c1C(=O)N[C@@H](C)c1ccccc1)c1ccccc1
 : 0	10	7	-6	-2	/	/
> CC(C)NC(=O)N[C@H]1CC[C@H](CC(=O)NCCCN(C)C)O[C@H]1CO
 : 1	4	-3	-4	-5	15	-2
> Cn1c(=O)[nH]c(=O)c2c1nc(N1CCCCC1)n2C/C=N/NC(=O)c1cc(Br)ccc1O
 : 5	2	8	-3	16	4	2
> CCc1ccccc1NC(=O)Nc1ccon1
 : 2	-11	-3	5	-1	-3	-4
> CC1CN(C(=O)CCNC(=O)c2ccc(Cl)cc2)CC(C)O1 (stereo not given)
 : 3	-16	/	19	-4	9	-2
> CCC(CO)Nc1ccn2nc(-c3ccccc3)cc2n1 (stereo not given)
 : 1	-226	-103	?	/	-88	-4
> O=C(O)c1ccccc1CSc1nc2ccccc2s1
 : 24	-47	4	-3	5	-27	-2
> CCOC1=C/C(=C/c2c(N)n3nc(CC(=O)N4CCCC4)sc3nc2=O)C=CC1=O
 : -5	-4	/	5	18	-12	-2
> C=CCC1Cc2c(cccc2[N+](=O)[O-])C(CC=C)N1 (stereo not given)
 : -1	4	5	-3	3	-11	-3
> Cc1ccc(OCCN2C(=O)NC3(CCc4ccccc4C3)C2=O)cc1 (stereo not given)
 : 1	-13	9	-5	/	21	-2
> COc1ccc2c(CC(=O)OCC(=O)NC(N)=O)coc2c1
 : 0	-9	4	/	0	-5	1
> CCN(CC(=O)Nc1c(F)cccc1F)C(=O)c1ccccn1
 : 0	-1	0	-9	/	6	-2
> NC(=O)c1ccccc1[N+](=O)[O-]
 : 0	/	-2	-5	/	15	/
> CCOC(=O)Cc1nnc(NCc2ccccc2)c2ccccc12
 : -1	3	-5	15	-7	21	-3
> CC(=O)N(C)c1ccc(N=Cc2cc3c(cc2[N+](=O)[O-])OCO3)cc1
 : 36*	-11	16	5	13	-9	/
> Nc1cc(C(F)(F)F)cc([N+](=O)[O-])c1N
 : -2	22	12	4	20	/	1

Bioassay records from PubChem.
